KDM5B inh = KDM5B demethylase inhibition; Q9UGL1; KDM5B demethylase, FDH-coupled NADH fluorescence (FDH is formaldehyde dehydrogenase); Potency, µM (highest dose often 57.7 µM), for inactives: top-dose activity change, negative = inhibition, actives largely listed as inhibitors; hit rate 2.6% among 220,000; AID 1347165; active means well fitted inhibition curve with a large enough effect; inconclusive means small, poorly fitted or top-dose-only effect; inactive means no such curve, though single readings can be large or run the other way; further: 0% is about no effect; nearly all actives have a fitted effect of over 70% in size
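KDM5BΔAP (200 nM final) in 50 mM HEPES pH 7.5, 0.01% Tween-20 was preincubated 10 min at RT with compound over a concentration range. Substrate mix (H3K4me3 12.5 µM, α-KG 25 µM, Fe²⁺, ascorbate, NAD⁺, FDH) was added, and NADH fluorescence change over 30 min gave dose-response curves.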
* marks the source's active call; other numbers are inactive results; ? = inconclusive; & = joins results of further samples. Potency means the concentration at half of the fitted maximal effect. A portion of the library, so the mix of outcomes need not match the whole.

| KDM5B inh | molecule |
| --- | --- |
| 27.8% | O=C(CC(C(=O)O)c1cccc(Cl)c1)c1ccccc1 (centres undefined) |
| -26.1% | COc1ccc(CN2Cc3[nH]cnc3C[C@H]2C(=O)N(C)Cc2ccccc2)c2ccccc12 |
| 1.6% | CC(O)CCNS(=O)(=O)c1ccc2c(c1)CN(C(=O)CCn1cccn1)CC2 (centres undefined) |
| -6.3% | CC1=NN(c2cc(C)[nH]n2)C(c2ccccc2)C1 (centres undefined) |
| 23.5% | Cc1ccc(S(=O)(=O)N2CCN(C(=O)CC(C)n3cncn3)CC2)cc1 (centres undefined) |
| -6.5% | CCN(CC)c1ccc(NC(=O)c2ccc(S(=O)(=O)Nc3ccccc3C)cc2)cc1 |
| 10.0% | CN1CCN(c2ncnc3c2c(-c2ccccc2)cn3-c2cccc(Cl)c2)CC1 |
| ? | COc1cccc(NC(=O)Cn2cc(S(=O)(=O)N3CCCC3)c(S(=O)(=O)N3CCCC3)c2)c1 |
| 0.4% | Cc1ccc(C(=O)N2CCN(c3cc(-c4ccccc4)[nH]n3)CC2)c(C)c1 |
| ? | CCOc1ccc(C(=O)NCCc2sc(-c3ccc(F)cc3)nc2C)cc1 |
| ? | COc1cccc(CNc2nc3c(-c4cccc(C)c4)nnn3c3ccccc23)c1 |
| 11.8%&-25.0% | Nc1nc(Nc2cccc(C(F)(F)F)c2)sc1C(=O)c1ccccc1 |

4 entries from above in another layout.
Cc1ccc(C(=O)N2CCN(c3cc(-c4ccccc4)[nH]n3)CC2)c(C)c1
  KDM5B inh: 0.4%

CCOc1ccc(C(=O)NCCc2sc(-c3ccc(F)cc3)nc2C)cc1
  KDM5B inh: ?

COc1cccc(CNc2nc3c(-c4cccc(C)c4)nnn3c3ccccc23)c1
  KDM5B inh: ?

CC(O)CCNS(=O)(=O)c1ccc2c(c1)CN(C(=O)CCn1cccn1)CC2 (centres undefined)
  KDM5B inh: 1.6%

The listing continues:
| KDM5B inh | molecule |
| --- | --- |
| -21.4%&4.0% | COc1ccc(-c2nc(CS(=O)CC(=O)NCc3ccc(F)cc3)c(C)o2)cc1OC (centres undefined) |
| -5.8% | COc1cccc(OC)c1C(=O)Oc1ccc2c(c1)O/C(=C\c1sccc1C)C2=O |
| -22.9% | CCOC(=O)C1CCN(C(=O)c2ccc3c(c2)N=C(CC)c2cc(C)ccc2S3)CC1 |
| 12.8% | COc1cccc(C2C(=O)N(C3CCCCC3)CC(=O)N2CCc2ccc(OC)c(OC)c2)c1 (centres undefined) |
| -0.7% | CCn1cc(-c2c(-c3ccccc3)ncn2C(CO)C(=O)O)cn1 (centres undefined) |
| ? | CCOc1cc(CNCC(C)O)ccc1OCc1ccc(C)cc1 (centres undefined) |

Structural class, the entries above with a COOH group.
| KDM5B inh | molecule |
| --- | --- |
| 27.8% | O=C(CC(C(=O)O)c1cccc(Cl)c1)c1ccccc1 (centres undefined) |
| -0.7% | CCn1cc(-c2c(-c3ccccc3)ncn2C(CO)C(=O)O)cn1 (centres undefined) |

From PubChem
